Runt-SMMHC FRET: Runt domain-CBFb-SMMHC interaction inhibition; 0.74% of 220,000 active; AID 1434; Cerulean-Runt/Venus-CBFb-SMMHC FRET ratio 530/480, 1 h; Q01196+Q13951; inhibition, % at 20 µM;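 active = mean inhibition across duplicate retests at 20 µM reaching about 50%, limit read from the data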;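 note: 0% = DMSO wells and 100% = wells with excess untagged CBFb-SMMHC; inhibitors lower the FRET ratio by blocking Runt binding to CBFb-SMMHC; some results filed as inactive read as strong as hits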
Wee1 stabilizer: human Wee1 degradation inhibition, primary screen; P30291; HeLa Luc-Wee1K328M stability, luciferase luminescence; 100% = proteasome inhibitor MG132 effect; reporter increase, % at 5 µM; 1.2% of 220,000 active; AID 1321;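 active = activation above the mean of all tested compounds plus 3 SD, set per screening run, cut at about 8.8% in these data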;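 note: cells exposed to compound for 20 h before luminescence read; 0% = DMSO alone and 100% = MG132 at 30 µM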
Target sequence (P30291 whole entry K328M): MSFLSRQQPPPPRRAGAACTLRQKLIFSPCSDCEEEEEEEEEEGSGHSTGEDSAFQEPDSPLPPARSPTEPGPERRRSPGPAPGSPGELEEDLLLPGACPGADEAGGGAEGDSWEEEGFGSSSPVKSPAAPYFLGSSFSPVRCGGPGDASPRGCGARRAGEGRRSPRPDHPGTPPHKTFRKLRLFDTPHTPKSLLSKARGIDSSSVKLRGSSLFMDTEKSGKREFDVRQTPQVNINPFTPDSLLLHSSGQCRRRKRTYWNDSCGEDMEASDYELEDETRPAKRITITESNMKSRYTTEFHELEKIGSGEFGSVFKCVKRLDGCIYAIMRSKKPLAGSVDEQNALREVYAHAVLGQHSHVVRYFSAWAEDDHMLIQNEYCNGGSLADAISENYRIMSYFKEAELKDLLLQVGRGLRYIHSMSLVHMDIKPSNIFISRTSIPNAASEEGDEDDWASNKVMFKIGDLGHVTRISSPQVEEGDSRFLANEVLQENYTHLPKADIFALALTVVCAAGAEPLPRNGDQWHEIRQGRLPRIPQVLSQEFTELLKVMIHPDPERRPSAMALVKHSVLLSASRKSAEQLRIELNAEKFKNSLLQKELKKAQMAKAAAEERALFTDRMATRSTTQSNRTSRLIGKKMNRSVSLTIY
thrombin 1536: blocks human thrombin protease activity; P00734; alpha-thrombin, Boc-VPR-AMC fluorogenic substrate cleavage; inhibition, % at 5 µM; 0.26% of 220,000 active; AID 1046;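 active = inhibition at or above 40%; inactive = inhibition below 40%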;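 note: 0% = enzyme with no compound and 100% = wells without enzyme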
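signal = AMC fluorescence, 355/460 nm | material = human alpha-thrombin enzyme | control set = enzyme without compound as high, wells lacking enzyme as low | times = reaction at room temperature | read-out basis = percent inhibition scaled between no-compound controls and no-enzyme blanks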
FXIIa inh: blocks human coagulation factor XIIa protease activity | P00748 | purified FXIIa, Boc-QGR-AMC fluorogenic substrate, 2 h | inhibition, % at 5 µM | 0.3% of 220,000 active; in the data active = inhibition above about 40%;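 note: 0% = enzyme with no compound and 100% = blank without enzyme; many of its hits are not listed in these tables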
14-3-3 Bad PPI: disrupts binding of bovine 14-3-3 zeta to phospho-Bad peptide. P63103. TR-FRET 14-3-3zeta/Dy647-pBad peptide displacement, 1 h. inhibition, % at 21.7 µM. 0.71% of 220,000 active;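 active = inhibition above about 70%, limit read from the data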;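 note: 0% = full 14-3-3 plus peptide FRET controls and 100% = background without 14-3-3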
Target sequence (P63103 whole entry, looked up): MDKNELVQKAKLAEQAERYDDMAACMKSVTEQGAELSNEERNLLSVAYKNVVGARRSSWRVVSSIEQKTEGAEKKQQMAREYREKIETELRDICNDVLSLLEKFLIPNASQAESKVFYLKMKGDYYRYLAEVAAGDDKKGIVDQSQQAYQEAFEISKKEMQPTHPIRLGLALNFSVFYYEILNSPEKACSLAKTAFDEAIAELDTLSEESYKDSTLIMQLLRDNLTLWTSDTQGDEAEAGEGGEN
Runt-CBFb FRET: inhibitors of human RUNX1 Runt domain binding to CBFb. Cerulean-Runt/Venus-CBFb FRET ratio 530/480, 1 h. inhibition, % at 20 µM. 0.46% of 220,000 active;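 active = inhibition over about 50% at 20 µM in the single-dose screen, limit read from the data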;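 note: 0% = DMSO wells and 100% = excess unlabeled CBFb competitor control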
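Assay system: Cerulean-Runt domain fusion protein, energy donor; Signal: fluorescence energy transfer, 422 nm excitation, 530/480 nm emission; Timing: 1 h compound exposure, room temperature; Control set: unlabeled CBFb; Medium: Tris buffer pH 7.5 with salts and BSA; Compound: single test concentration of 20 µM, 1% DMSO final; Probe or stimulus: Venus-CBFb 100 nM.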
Hck-Nef inh: human Hck-Nef kinase inhibition; 0.68% of 220,000 active; P08631; inhibition, % at 20 µM; Recombinant Hck-YEEI plus Nef, Z-Lyte FRET kinase assay; AID 463187;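 active = Hck-Nef kinase inhibition above about 50%, limit read from the data; inactive = inhibition below that limit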;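 note: 0% = DMSO with Hck plus Nef and 100% = Hck alone without Nef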
FXIa inh 1536: blocks human coagulation factor XIa protease activity. P03951. purified FXIa, Boc-Glu-Ala-Arg-AMC fluorogenic substrate. 0.14% of 220,000 active. inhibition, % at 5 µM;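 active = inhibition of at least 40%; inactive = inhibition below 40%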;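 note: fluorescence of freed AMC excited at 355 nm; 0% = enzyme without compound and 100% = no enzyme blank; many of its hits are not listed in these tables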
hK5 inh: blocks human kallikrein 5 protease activity. Q9Y337. recombinant hK5, fluorogenic AMC substrate cleavage. inhibition, % at 5 µM. 0.59% of 210,000 active;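 active = inhibition of 40% or more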;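 note: 0% = enzyme controls without compound and 100% = no-enzyme blanks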
Target sequence (Q9Y337 67-293 limits assumed): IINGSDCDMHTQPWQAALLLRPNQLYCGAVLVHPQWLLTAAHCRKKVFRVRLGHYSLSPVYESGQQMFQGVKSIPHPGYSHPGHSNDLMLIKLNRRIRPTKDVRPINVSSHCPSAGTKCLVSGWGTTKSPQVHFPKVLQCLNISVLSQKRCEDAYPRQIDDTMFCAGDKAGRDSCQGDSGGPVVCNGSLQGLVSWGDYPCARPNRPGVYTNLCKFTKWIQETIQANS
* = called active by the depositor; . = no result given; [ ] = remark or other dose.

mol	Runt-SMMHC FRET	Wee1 stabilizer	thrombin 1536	FXIIa inh	14-3-3 Bad PPI	Runt-CBFb FRET	Hck-Nef inh	FXIa inh 1536	hK5 inh
CCc1ccc(-c2nnn(Cc3nc4ccccc4s3)n2)cc1	-5	-1	-5	9	8	3	0	7	2
Cc1ccccc1Oc1ncnc2sccc12	1	8	-3	9	0[fluorescence artefact?]	1	1	3	-13
Oc1ccc(N=Nc2n[nH]c(-c3ccccc3)n2)cc1	-7	-1	28	21	23	-5	3	19	19
COc1cccc(-c2nc(CS(=O)CC(=O)NC3CCCC3)c(C)o2)c1 (stereo not drawn)	-2	5	-2	5	0	2	1	-1	0
Cc1cccc(C)c1NC(=O)N1CCN(C2CCCCC2)CC1	-2	1	-2	1	7	-3	-1	3	-2
CCC(CC)C(=O)NCCc1cc2c(C)ccc(C)c2[nH]c1=O	-2	3	2	8	8	-1	4	5	6
Cc1cc(=O)c2ccc3ccccc3c2[nH]1	-1	-2	-11	-6	4	1	-1	-5	-30
Cc1cc(-c2ccccc2)[nH]c(=O)c1S(=O)(=O)c1ccccc1	3	-1	-2	10	-4	1	4	-1	-18

Five compounds from above, limited to FXIIa inh, FXIa inh 1536 and hK5 inh.
SMILES | FXIIa inh | FXIa inh 1536 | hK5 inh
Cc1ccccc1Oc1ncnc2sccc12 | 9 | 3 | -13
Oc1ccc(N=Nc2n[nH]c(-c3ccccc3)n2)cc1 | 21 | 19 | 19
COc1cccc(-c2nc(CS(=O)CC(=O)NC3CCCC3)c(C)o2)c1 (stereo not drawn) | 5 | -1 | 0
Cc1cccc(C)c1NC(=O)N1CCN(C2CCCCC2)CC1 | 1 | 3 | -2
CCC(CC)C(=O)NCCc1cc2c(C)ccc(C)c2[nH]c1=O | 8 | 5 | 6

Next section:
mol	Runt-SMMHC FRET	Wee1 stabilizer	thrombin 1536	FXIIa inh	14-3-3 Bad PPI	Runt-CBFb FRET	Hck-Nef inh	FXIa inh 1536	hK5 inh
O=C(CNC(=S)N(Cc1ccccc1F)C1CCCCC1)NCCN1CCOCC1	0	1	-7	5	-7	-2	23	-1	2
Cc1cc([N+](=O)[O-])ccc1NCc1ccco1	3	-2	-7	12	-7	2	26	-1	2
CCc1nc2oc3ccccc3c(=O)c2c(=O)n1Cc1ccc(OC)cc1	-1	-2	3	28	1	-1	0	19	-6
COc1ccc(C(=O)NNC(=S)Nc2ccccc2)cc1	1	3	-1	6	-14	6	19	-1	1
O=C(NC1(C(F)(F)F)C(=O)Nc2c1c(=O)[nH]c(=O)n2Cc1ccco1)C1CCCCC1 (stereo not drawn)	-4	0	-3	5	-8	2	0	14	-1
CCOC(=O)N1C/C(=C\c2ccccc2)C(=O)/C(=C/c2ccccc2)C1	-5	-3	3	15	3	-2	-6	8	6
COc1ccccc1CNC(=O)C1COc2ccccc2O1 (stereo not drawn)	2	1	-1	13	1	1	1	-1	-6
CCN1CCN(CC(=O)N2N=C(c3cccs3)CC2c2ccc(OC)c(OC)c2)C(=O)C1=O (stereo not drawn)	0	3	6	3	-9	0	0	-1	-9
CC(C)C(NC(=O)c1ccccc1)C(=O)NCc1ccccn1 (stereo not drawn)	-3	3	-14	-14	7	-1	14	-7	0
CCC(=O)N1C(=O)CCN(C(C)=O)c2ccccc21	4	-1	0	7	-5	-1	1	-4	-8
NS(=O)(=O)c1cccn1-c1ncc(C(F)(F)F)cc1Cl	-6	-1	-1	6	13[fluorescence artefact?]	-1	0	-6	1
COc1ccc(NC(=O)NN2CCOCC2)cc1OC	-5	0	-6	8	-2	1	22	-2	-8
CCCCCCCCCCCCCCCC[n+]1ccc(C(N)=O)cc1	-13	0	-2	2	79*[fluorescence artefact?]	-9	23	-3	-12
CSc1ccccc1NC(=O)CN(C)CC(=O)Nc1c(F)cccc1F	0	0	-2	15	40[fluorescence artefact?]	0	2	2	-17
O=S(=O)(O)C1CCNCC1	1	3	-4	2	-3	-3	-9	14	-6
COc1cc(COc2ccc3c(C)c(Cc4ccccc4)c(=O)oc3c2)cc(OC)c1OC	-7	1	-2	9	-6	-5	-1	-7	-6
O=C(O)c1csc(N/N=C/c2ccc(Br)cc2)n1	5	7	-6	12	-21	28	30	-1	-5
COc1cc(C(=O)Nc2ccc(Cl)c([N+](=O)[O-])c2)cc(OC)c1OC	2	-3	-3	8	-1	0	10	-1	2
CC(=O)Nc1ccc(C(=O)CS(=O)(=O)c2ccc(C)cc2)cc1	0	0	-9	9	28	1	8	-3	-3
CC(C)C[C@H](NC(=O)c1[nH]cnc1C(=O)Nc1ccc(Cl)cc1)C(=O)OC(C)(C)C	3	.	-9	3	-8	0	24	-3	-4
COc1ccc(OC)c(NC(=O)CCN2CC(C)OC(C)C2)c1 (stereo not drawn)	2	-3	-12	10	-23[fluorescence artefact?]	-2	-1	-3	-19
C=CCSC1=Nc2cc(OC)c(OC)cc2C2=NC(=O)CN12	6	0	-8	15	12	1	28	-2	-5
O=C(CCc1ccccc1)Nc1ccc2ccccc2n1	-2	4	-2	12	-6	0	7	0	0
O=C(N/N=C/C=C/c1ccccc1[N+](=O)[O-])c1ccncc1	0	-4	-7	8	-1	0	26	0	-1
COc1ccc(N(CC(=O)Nc2ccc3c(c2)OCO3)S(=O)(=O)c2c(C)nn(C)c2C)cc1	2	-2	-2	15	-3	0	20	2	-6
O=C(O)CCNC(=O)C12CC3CC(CC(C3)C1)C2	-3	-1	-8	6	-10	0	21	0	3
NC(=O)COC(=O)CCSc1ccc(Cl)cc1	1	4	1	8	-2	1	-2	0	-2
O=c1[nH]c2cc3c(cc2cc1C(c1nnnn1Cc1ccccc1)N1CCCc2ccccc21)OCO3 (stereo not drawn)	0	-1	2	8	-7	12	7	0	-25
Cn1cc(CN2CCCC(C(=O)c3cccs3)C2)c(-c2cccc(Cl)c2)n1 (stereo not drawn)	3	0	-10	7	-12	-1	20	-2	1
CCOC(=O)N1CCC(NC(=O)c2cnn3cccnc23)CC1	1	0	-6	10	3[fluorescence artefact?]	1	1	-4	1
CSc1ccccc1C(=O)NCCCOC(C)C	-3	0	-4	5	2	2	1	-4	-26
Cc1nc2ccccc2n1C1CCN(CC(=O)NCc2ccc(F)cc2)CC1	-7	-2	10	12	-5[fluorescence artefact?]	1	0	13	-14
CNc1nc(-c2ccc3c(c2)CCN3C(=O)CC(C)(C)C)c(C)s1	8	5	-5	13	-21	17	17	1	0
CC1(C)C(=O)OC(/C=C\c2ccccc2)C(C)(C)C1=O (stereo not drawn)	3	3	2	13	-5	-2	4	2	3
Cc1ccc2[nH]c3c(c2c1)CN(C(=O)CN1CCN(c2cccc(C)c2C)CC1)CC3	-154	2	-2	7	-13[fluorescence artefact?]	-6	-4	-6	-7
COCCCNC(=O)COc1ccc(Br)cc1Cl	1	-1	0	11	-28[fluorescence artefact?]	-1	1	6	-18
O=C(N1CCCCCC1)N1CCN(S(=O)(=O)N2CCOCC2)CC1	2	-1	-12	-2	3	-1	1	-4	-27
COc1ccc(CCNC(=O)c2ccc3c(c2)OCCO3)cc1	1	5	2	4	0	-1	21	-11	-3
O=C/C(=C\Nc1ccc(Cl)cn1)c1nc2ccccc2o1	-2	-2	5	21	9	2	6	13	-1
CC1CCCc2sc3nc(NCc4ccco4)n4ncnc4c3c21 (stereo not drawn)	-4	0	3	14	-3	-2	0	11	6

Profiles, quoted from the list:
`CNc1nc(-c2ccc3c(c2)CCN3C(=O)CC(C)(C)C)c(C)s1` is entered as Runt-SMMHC FRET: 8; Wee1 stabilizer: 5; thrombin 1536: -5; FXIIa inh: 13; 14-3-3 Bad PPI: -21; Runt-CBFb FRET: 17; Hck-Nef inh: 17; FXIa inh 1536: 1; hK5 inh: 0
`O=C(N1CCCCCC1)N1CCN(S(=O)(=O)N2CCOCC2)CC1` is entered as Runt-SMMHC FRET: 2; Wee1 stabilizer: -1; thrombin 1536: -12; FXIIa inh: -2; 14-3-3 Bad PPI: 3; Runt-CBFb FRET: -1; Hck-Nef inh: 1; FXIa inh 1536: -4; hK5 inh: -27

Remaining list, next part:
mol	Runt-SMMHC FRET	Wee1 stabilizer	thrombin 1536	FXIIa inh	14-3-3 Bad PPI	Runt-CBFb FRET	Hck-Nef inh	FXIa inh 1536	hK5 inh
CC(/C=N/NC(=O)c1cnccn1)=C\c1ccco1	-2	5	-1	5	-1	2	9	10	2
Cc1cccc(C)c1NC(=O)C1(N(Cc2ccco2)C(=O)CC2NC(=O)NC2=O)CCCCC1 (stereo not drawn)	3	0	-8	-15	-7	0	-5	-7	-7
C=CCOc1c(Cl)cc(CNn2cn[nH]c2=S)cc1OC	6	2	0	-4	-4	16	3	-27	-21
Cc1nn(C(=O)c2ccco2)c(C)c1Sc1ccc([N+](=O)[O-])cc1	-5	0	-7	-12	-4	3	-5	-4	-10
CC(C(=O)N1CC2(C)CC1CC(C)(C)C2)N1C(=O)c2ccccc2C1=O (stereo not drawn)	3	-2	-5	-3	-11	-2	0	-1	9
O=[N+]([O-])/C(C=Nc1ccccc1O)=C\Nc1ccccc1O	0	-3	-4	2	-16	35	-2	-2	-21
O=C(Cc1cccs1)NCCc1cn2ccccc2n1	1	5	0	6	-2	0	13	1	1
O=C(O)c1ccc(CSc2nnnn2C2CCCCC2)cc1	1	0	-4	-4	-7	2	1	0	0
Cc1cc(C)nc(SCC(=O)NC2=NC(=O)C(C)S2)n1 (stereo not drawn)	-1	4	3	20	-1	3	12	4	-1
Cc1ccc(/C=C/C(=O)Nc2cc(=O)n(C)c(=O)n2C)o1	-3	0	-1	5	-4[fluorescence artefact?]	3	1	3	-4
Clc1ccc(-c2ccc(/C=N/Nc3cc(N4CCOCC4)nc(N4CCOCC4)n3)o2)cc1	-6	-2	2	9	-10	-1	21	2	-4
Cc1nc2ccc(C(=O)Nc3cccc([N+](=O)[O-])c3)cc2s1	0	4	1	.	-4	0	12	1	3
Cc1cc[n+](-c2nc([O-])sc2/C=N/Nc2ccc([N+](=O)[O-])cc2)cc1	-4	6	-3	-7	-5[fluorescence artefact?]	-2	-11	-4	2
CN(C)c1ccc(C(O)P(=O)(OCc2ccccc2)c2ccc(N(C)C)cc2)cc1 (stereo not drawn)	0	2	-6	2	-1	2	6	0	-2
COc1cccc(CC(=S)N2CCOCC2)c1	100	2	1	10	-24	-1	4	3	0
Cc1ccc(NC(=S)NNC(=O)c2ccco2)cc1	5	-3	-3	9	-4	4	2	-6	-212
Cc1cc(O)cc2c(=O)c3ccccc3sc12	9	-1	-4	1	-4	5	8	-4	-2
Cn1c(C2CCCN2C(=O)OC(C)(C)C)n[nH]c1=S (stereo not drawn)	-4	1	11	15	-26[fluorescence artefact?]	2	1	-10	-15
O=C(Nc1cccnc1)c1ccccc1-c1nc(-c2ccccc2F)no1	1	3	0	2	2	0	3	6	7
Cc1ccccc1C(=O)Nc1cc(S(=O)(=O)N2CCCCC2)ccc1N1CCN(C)CC1	1	-2	-8	11	-1	-2	3	4	-10
Cc1cc(NC(=O)CSc2nc(-c3cccnc3)ccc2C#N)no1	-10	2	13	37	-12	-3	5	20	34
CC(=O)c1cc(C(=O)N2CCc3c([nH]c4ccccc34)C2CC(C)C)[nH]n1 (stereo not drawn)	-1	0	-3	6	-15	-1	0	-2	.
CC(C)CN(C(=O)COC(=O)CNC(=O)c1ccc(Cl)cc1)C1CCS(=O)(=O)C1 (stereo not drawn)	-5	1	-1	2	-9	2	-7	-2	-3

Screening data as filed in PubChem.
